# Screening data as filed in PubChem.
# Pf apPOL inh: Pf-apPOL inhibitors, biochemical, fluorescence; Plasmodium falciparum apicoplast DNA polymerase (apPOL); Recombinant Pf-apPOL, molecular beacon fluorescence, 1.5 h; inhibition, % at 10 µM; actives 0.25% (n = 210,000)
# mHTT-CaM PPI inh: mutant huntingtin-calmodulin interaction inhibitors – biochemical, AlphaScreen, primary screen | P42858 | AlphaScreen His-mHTT/GST-CaM binding, luminescence | inhibition, % at 15 µM | actives 3.6% (n = 190,000);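 further: 0% = both proteins with DMSO and 100% = one protein alone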
# Target sequence (P42858 whole entry, looked up, stated change not applied): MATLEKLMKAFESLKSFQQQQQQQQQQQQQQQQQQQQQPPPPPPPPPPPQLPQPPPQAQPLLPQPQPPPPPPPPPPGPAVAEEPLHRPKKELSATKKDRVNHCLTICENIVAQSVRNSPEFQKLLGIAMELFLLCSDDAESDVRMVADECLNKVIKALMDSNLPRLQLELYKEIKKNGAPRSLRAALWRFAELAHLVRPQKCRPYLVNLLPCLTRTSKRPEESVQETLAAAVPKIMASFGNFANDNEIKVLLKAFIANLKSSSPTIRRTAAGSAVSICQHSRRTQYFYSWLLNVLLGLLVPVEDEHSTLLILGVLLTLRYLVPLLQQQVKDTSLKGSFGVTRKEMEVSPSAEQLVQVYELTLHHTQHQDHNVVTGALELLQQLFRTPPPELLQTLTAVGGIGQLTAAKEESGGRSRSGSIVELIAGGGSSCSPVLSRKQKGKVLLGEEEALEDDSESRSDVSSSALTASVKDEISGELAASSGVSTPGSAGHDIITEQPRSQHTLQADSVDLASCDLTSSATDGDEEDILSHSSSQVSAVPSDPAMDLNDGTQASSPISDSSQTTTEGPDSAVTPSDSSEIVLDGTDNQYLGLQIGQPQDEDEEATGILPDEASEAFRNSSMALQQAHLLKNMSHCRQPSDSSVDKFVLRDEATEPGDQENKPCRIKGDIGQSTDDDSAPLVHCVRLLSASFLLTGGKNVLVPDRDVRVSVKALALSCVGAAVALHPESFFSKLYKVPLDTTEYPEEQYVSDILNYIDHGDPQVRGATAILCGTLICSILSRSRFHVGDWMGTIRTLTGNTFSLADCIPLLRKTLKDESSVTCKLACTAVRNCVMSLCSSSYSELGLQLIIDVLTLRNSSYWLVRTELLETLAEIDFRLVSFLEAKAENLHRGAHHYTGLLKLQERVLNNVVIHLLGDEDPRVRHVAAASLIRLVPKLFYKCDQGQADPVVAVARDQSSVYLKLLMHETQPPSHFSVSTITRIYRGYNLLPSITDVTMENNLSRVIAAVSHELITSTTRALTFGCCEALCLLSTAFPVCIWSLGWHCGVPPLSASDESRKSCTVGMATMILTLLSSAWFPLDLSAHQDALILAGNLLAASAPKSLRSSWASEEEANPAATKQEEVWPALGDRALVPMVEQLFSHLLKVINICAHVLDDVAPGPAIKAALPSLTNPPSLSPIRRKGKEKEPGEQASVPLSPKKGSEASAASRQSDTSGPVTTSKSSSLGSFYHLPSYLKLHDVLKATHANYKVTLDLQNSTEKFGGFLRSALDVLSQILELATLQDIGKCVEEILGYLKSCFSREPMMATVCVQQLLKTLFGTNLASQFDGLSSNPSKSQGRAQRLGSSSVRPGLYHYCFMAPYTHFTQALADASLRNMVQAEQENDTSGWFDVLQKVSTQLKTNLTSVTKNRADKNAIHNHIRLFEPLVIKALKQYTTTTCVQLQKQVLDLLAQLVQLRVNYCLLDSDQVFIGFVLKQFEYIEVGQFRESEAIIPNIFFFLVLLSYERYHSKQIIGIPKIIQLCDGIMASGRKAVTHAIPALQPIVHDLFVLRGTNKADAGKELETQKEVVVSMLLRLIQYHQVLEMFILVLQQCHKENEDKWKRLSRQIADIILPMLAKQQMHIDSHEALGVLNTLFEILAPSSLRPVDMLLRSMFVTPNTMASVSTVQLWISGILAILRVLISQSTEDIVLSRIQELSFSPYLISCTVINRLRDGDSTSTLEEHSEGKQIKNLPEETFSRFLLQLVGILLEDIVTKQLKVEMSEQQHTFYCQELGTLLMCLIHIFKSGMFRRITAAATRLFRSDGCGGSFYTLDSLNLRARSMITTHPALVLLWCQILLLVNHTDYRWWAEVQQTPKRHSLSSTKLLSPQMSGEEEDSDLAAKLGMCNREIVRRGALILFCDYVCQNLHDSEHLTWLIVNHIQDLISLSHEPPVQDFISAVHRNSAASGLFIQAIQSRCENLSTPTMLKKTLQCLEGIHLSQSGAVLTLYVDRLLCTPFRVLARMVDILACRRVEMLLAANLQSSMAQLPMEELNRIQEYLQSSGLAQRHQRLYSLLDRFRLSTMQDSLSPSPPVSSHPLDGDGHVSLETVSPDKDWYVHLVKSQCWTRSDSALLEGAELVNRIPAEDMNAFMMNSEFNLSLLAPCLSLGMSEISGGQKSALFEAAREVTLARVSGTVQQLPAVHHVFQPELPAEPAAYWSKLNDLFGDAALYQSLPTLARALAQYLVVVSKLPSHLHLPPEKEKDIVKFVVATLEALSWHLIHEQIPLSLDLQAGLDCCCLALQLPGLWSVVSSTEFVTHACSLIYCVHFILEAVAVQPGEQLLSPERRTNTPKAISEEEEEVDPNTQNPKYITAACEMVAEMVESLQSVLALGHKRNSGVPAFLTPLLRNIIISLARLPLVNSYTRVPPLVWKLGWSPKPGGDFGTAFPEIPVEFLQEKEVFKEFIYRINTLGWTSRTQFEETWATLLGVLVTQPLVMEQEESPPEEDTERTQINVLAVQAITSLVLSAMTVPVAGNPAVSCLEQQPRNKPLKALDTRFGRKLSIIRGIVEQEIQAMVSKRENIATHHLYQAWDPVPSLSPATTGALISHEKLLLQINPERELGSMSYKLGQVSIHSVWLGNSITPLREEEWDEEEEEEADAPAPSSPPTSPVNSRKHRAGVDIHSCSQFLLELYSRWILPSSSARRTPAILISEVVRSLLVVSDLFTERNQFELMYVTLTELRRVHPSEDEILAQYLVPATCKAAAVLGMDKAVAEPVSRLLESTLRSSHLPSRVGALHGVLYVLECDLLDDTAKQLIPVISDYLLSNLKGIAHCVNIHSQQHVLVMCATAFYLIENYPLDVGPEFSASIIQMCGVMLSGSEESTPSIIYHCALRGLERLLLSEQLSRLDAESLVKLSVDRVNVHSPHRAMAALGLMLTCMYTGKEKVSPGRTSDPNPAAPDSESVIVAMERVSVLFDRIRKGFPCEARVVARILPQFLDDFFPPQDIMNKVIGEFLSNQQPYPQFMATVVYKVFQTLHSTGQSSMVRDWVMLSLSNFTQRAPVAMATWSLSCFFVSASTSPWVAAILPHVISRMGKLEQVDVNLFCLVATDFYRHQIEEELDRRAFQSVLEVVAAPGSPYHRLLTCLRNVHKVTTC
# An asterisk follows results filed as active; nt = not tested or not shown; & = joins results of further samples. No stated cut-off is given here; in the data, active means inhibition above about 50%; inactive means the rest.
# The first 16 compounds, to show the layout:
SMILES,Pf apPOL inh,mHTT-CaM PPI inh
Cc1ccc(F)cc1NCN1C(=O)CSC1=O,-8,42
O=C(CC12CC3CC(CC(C3)C1)C2)N1CCN(Cc2ccccc2)CC1,-9,-3
O=C(NCc1ccc(F)cc1)c1ccc(CS(=O)(=O)Cc2ccc(Cl)cc2)o1,-18,-7
COc1cc(C(=O)NCCC(O)c2cccc3ccccc23)cc(OC)c1OC (stereo not given),-11,5
CS(=O)(=O)N1CCc2cc(NS(=O)(=O)c3ccc(F)cc3)ccc21,nt,-3
NC(=Nc1nc2ccccc2o1)NC(=O)c1ccccc1NC(=O)c1ccccc1,-4,-3
COc1cc2c(cc1OC)C(COc1ccc(F)cc1)N(C(=O)Cc1ccc(F)cc1)CC2 (stereo not given),-3,61*
CCn1nccc1C(=O)Nc1nccs1,-6,-7
CC1CCN(c2ccc(-c3noc(CN4CCSCC4)n3)cn2)CC1,-1,3
CCc1cc(C(=O)Nc2ccccc2F)nc2ccnn12,-2,-23
CC1CC(OCC(O)CN)CC(C)(C)C1 (stereo not given),-5,2
O=C(c1cnccn1)N1CCCC(c2cc(-c3ccc(F)cc3)n[nH]2)C1 (stereo not given),-7,-1
Cc1c(C2=N/C(=C/c3ccco3)C(=O)O2)cccc1[N+](=O)[O-],-4,4
O=C(Nc1cc(Cl)ccc1Cl)c1cc(-c2ccco2)on1,-7,1
Cc1nc2cc(N3CC(C(=O)Nc4ccc(Br)cc4)CC3=O)ccc2o1 (stereo not given),0,-3
COc1cccc(CNC(=O)CCS(=O)(=O)Cc2ccccc2Cl)c1,-13,-3

# The list itself (from the top)
SMILES,Pf apPOL inh,mHTT-CaM PPI inh
Cc1ccc(F)cc1NCN1C(=O)CSC1=O,-8,42
O=C(CC12CC3CC(CC(C3)C1)C2)N1CCN(Cc2ccccc2)CC1,-9,-3
O=C(NCc1ccc(F)cc1)c1ccc(CS(=O)(=O)Cc2ccc(Cl)cc2)o1,-18,-7
COc1cc(C(=O)NCCC(O)c2cccc3ccccc23)cc(OC)c1OC (stereo not given),-11,5
CS(=O)(=O)N1CCc2cc(NS(=O)(=O)c3ccc(F)cc3)ccc21,nt,-3
NC(=Nc1nc2ccccc2o1)NC(=O)c1ccccc1NC(=O)c1ccccc1,-4,-3
COc1cc2c(cc1OC)C(COc1ccc(F)cc1)N(C(=O)Cc1ccc(F)cc1)CC2 (stereo not given),-3,61*
CCn1nccc1C(=O)Nc1nccs1,-6,-7
CC1CCN(c2ccc(-c3noc(CN4CCSCC4)n3)cn2)CC1,-1,3
CCc1cc(C(=O)Nc2ccccc2F)nc2ccnn12,-2,-23
CC1CC(OCC(O)CN)CC(C)(C)C1 (stereo not given),-5,2
O=C(c1cnccn1)N1CCCC(c2cc(-c3ccc(F)cc3)n[nH]2)C1 (stereo not given),-7,-1
Cc1c(C2=N/C(=C/c3ccco3)C(=O)O2)cccc1[N+](=O)[O-],-4,4
O=C(Nc1cc(Cl)ccc1Cl)c1cc(-c2ccco2)on1,-7,1
Cc1nc2cc(N3CC(C(=O)Nc4ccc(Br)cc4)CC3=O)ccc2o1 (stereo not given),0,-3
COc1cccc(CNC(=O)CCS(=O)(=O)Cc2ccccc2Cl)c1,-13,-3
CC1=C(C(=O)Nc2ccccc2)C(c2ccccc2)n2c(s/c(=C\c3ccc(C)o3)c2=O)=N1 (stereo not given),8,13
COc1cc(-c2ccc(=O)n(Cc3ccccc3F)n2)cc(OC)c1OC,-38,-4
O=C1C2CC=C(Cl)CC2C(=O)N1CCc1c[nH]c2ccccc12 (stereo not given),3,14
O=C(C=Cc1cccc([N+](=O)[O-])c1)c1ccc(O)cc1,9,12

# Single records, as listed above. Order of screens: Pf apPOL inh, mHTT-CaM PPI inh
# CC1CCN(c2ccc(-c3noc(CN4CCSCC4)n3)cn2)CC1 is listed as -1, 3
# CC1CC(OCC(O)CN)CC(C)(C)C1 (stereo not given) is listed as -5, 2

# Later entries
SMILES,Pf apPOL inh,mHTT-CaM PPI inh
COc1cc(C=O)ccc1OCc1cccc(C(=O)O)c1,-6,3
CCCCCCN1C[C@H](O)[C@@H](n2cc(COC(=O)c3ccccc3)nn2)C[C@@H]1c1ccccc1,-3,3
CCOc1ccccc1N=Cc1c(C)[nH]n(-c2ccccc2)c1=O,-1,38
COc1cccc(CNC(=O)C2(C)CCCN(C(=O)c3cc(OC)cc(OC)c3)C2)c1 (stereo not given),-2,11
Cc1c(C)c(C)c(CN)c(C)c1C,1,nt
CC(=O)c1cccc(N=c2oc3c(C)ncc(CO)c3cc2C(N)=O)c1,-1,6
CC(C)S(=O)(=O)c1ccc(CC(=O)NCC2(c3cccs3)CCOCC2)cc1,-3,-15
O=[N+]([O-])c1cccc(-c2noc(-c3ccc(I)cc3)n2)c1,-2,0
O=C(CSc1nnc(NC(=O)Cc2cccs2)s1)Nc1ccc2c(c1)OCCO2,4,2
O=C(c1ccc2nc[nH]c2c1)N1CCc2c(nc(-c3ccc(F)cc3)[nH]c2=O)C1,-7,7
CC(C)Oc1ccccc1C1NC(=O)CCC1[N+](=O)[O-] (stereo not given),-5,-1
Cc1ccc(C2=N/C(=C\c3cccc(Br)c3)C(=O)O2)cc1,1,-1
CC(C)c1ccc(-c2cc(=O)c3cc(NC(=O)C(C)(C)C)ccc3o2)cc1,-6,2
O=C(NCC(O)Cc1ccccc1)C1CCCCC1 (stereo not given),-6,0
CCn1c(N2CCCC(C(=O)NCCC3=CCCCC3)C2)cc(=O)n(C)c1=O (stereo not given),-2,20
Cn1ncc(N2CCCC(C(=O)NCCN3CCc4ccccc4C3)C2)cc1=O (stereo not given),-3,5
Fc1ccc(CN2CCCCCCC2)cc1,-9,0
Cc1c(-c2ccc(Br)cc2)c(=O)oc2cc(O)ccc12,-16,-13
COc1ccc(S(=O)(=O)N2CCN(c3ncccn3)CC2)cc1,-1,7
N#CC1(C#N)[C@H](c2ccccc2C(F)(F)F)[C@@H](C(=O)c2ccccc2)N2c3ccccc3C=C[C@@H]21,nt,34
COc1ccc(Cl)cc1Nc1nc(N2CCOCC2)nc(N2CCOCC2)n1,-2,-3
COc1ccccc1-n1cnc2cc(NS(=O)(=O)c3ccccc3)ccc21,-7,-8
CCCc1ccc(C(=O)Nc2nc3ccccc3s2)cc1,6,9
CCOc1ccc(S(=O)(=O)N(CC(=O)NC2CC3CCC2C3)c2ccccc2)cc1 (stereo not given),-12,2
Cc1nc2sc(C(=O)Nc3c(F)cccc3F)c(C)c2c(=O)[nH]1,-5,-7
CCOC(=O)N1CCN(C(=O)COc2ccc(C(C)C)cc2)CC1,-10,3
CC(C)CCNC(=O)C1CCCN(S(=O)(=O)N2CC(C)CC(C)C2)C1 (stereo not given),-20,4
COc1ccc(C2=N/C(=C\c3cccc(Cl)c3)C(=O)O2)cc1,-1,-2
C=CCSc1nc2ccccc2n1C(=O)CN1C(=O)c2ccccc2C1=O,-2,-4
Cn1cc(Br)c(-c2cccc(NC(=O)CCCC(=O)O)c2)n1,15,nt
Cc1ccccc1CN1C(=O)C(=O)c2cc(Cl)ccc21,-5,51*
Cc1cccc(-c2nccc(C3CCCN(C(=O)c4cccs4)C3)n2)c1 (stereo not given),-2,6
COc1cc(/C=C2\CCC(C3CCCC3)C2=O)cc(OC)c1OC (stereo not given),-1,3
COc1ccccc1-n1ccn2cc(-c3ccc(C)c(C)c3)nc2c1=O,-1,-3
Cc1ccc(S(=O)(=O)N(CC(=O)O)c2cccc(Cl)c2)cc1,-8,-1
Nc1[nH]c(=O)[nH]c(=O)c1N,21,nt
O=C(NCc1ccccc1)C1CC(=O)N(Cc2cccc(Br)c2)C1 (stereo not given),-11,16
CC(C)(C)c1cc(NC=Cc2nnnn2-c2ccc(Br)cc2)no1,-1,nt
COc1ccc(C(=O)CN2CCN(C(=O)c3cccc(F)c3)CC2)cc1,-2,3
NC(=O)c1sc(-c2ccsc2)cc1NC(=O)C=Cc1ccsc1,2,nt
Cc1cc2c(cc1C)N[C@]1(C[C@H]3CCCC(=O)N4CC[C@@H](C1)[C@@H]34)C(=NC1CCCCC1)N2,0,13
OC1c2ccccc2-c2ccccc2C1O (stereo not given),-3,nt
Cn1c(SCc2ccccc2Cl)nc2ccccc2c1=O,-1,-3
N#CC(=CNc1ccc(OC(F)(F)F)cc1)C(=O)c1ccco1,-9,nt
CCNC(=O)N1CCOC(COc2ccc(F)cc2F)C1 (stereo not given),-2,-6
CCc1nc(-c2cccnc2N2CCCC(C(=O)NCc3ccc(F)cc3Cl)C2)no1 (stereo not given),0,13
COc1ccccc1C(=O)N1CCN=C1N1CCN(c2ccccc2F)CC1,-2,-1
N#Cc1ccc(C(=O)N2CCCC(COc3ccc(C(=O)N4CCCCC4)cc3)C2)cc1 (stereo not given),5,-3
CN1CCN(CCC2CCCCN2C(=O)C2CCCC2)CC1 (stereo not given),-5,-1
Cc1cccc(N2C(=O)C(=O)C(=C(O)c3ccccc3)C2c2ccc(F)cc2)n1 (stereo not given),-5,4
CN(Cc1cccn1C)C(=O)c1ccc(C#N)cc1,0,4
O=C(NCCCN1CCOCC1)c1cc(Sc2ccc(Cl)cc2)nc2ccccc12,-1,32
CC(=O)Nc1ccc(C(=O)Nc2ccc(S(N)(=O)=O)cc2)cc1,-6,8
CSc1ccc(Cl)c(C(=O)Nc2cccnc2)c1,1,7
COc1cccc(C2C=C(c3ccc(Cl)cc3)Nc3ncnn32)c1OC (stereo not given),-5,58*
COc1ccc(S(=O)(=O)N2CCC(C(=O)Nc3ncnc4c3CCC4)CC2)cc1,2,6
COCCn1cc2c3c(cccc31)CN(C(=O)Nc1ccc(Cl)cc1)CC2,-2,-1
CCCN(CCC)C(=O)C1CCN(c2ncnc3c2nc2n3CCCCC2)CC1,-4,0
c1cncc(-c2noc(C3CN(Cc4cccs4)C3)n2)c1,-6,-8
Nc1c(C(=O)N2CCOCC2)sc2nc3c(cc12)CCC3,-4,-2

# New compounds follow:
SMILES,Pf apPOL inh,mHTT-CaM PPI inh
O=C(Nc1nnc(SCCN2CCOCC2)s1)C1CCC1,-6,-14
NS(=O)(=O)c1csc(C(=O)Nc2ccccc2)c1,1,-6
COc1ccc(C2SCC(=O)N2c2c(C)n(C)n(-c3ccccc3)c2=O)c(OC)c1 (stereo not given),-1,-3
CSc1nc2ccc(NC(=O)CSc3nnnn3-c3ccccc3)cc2s1,-5,-5
CC(=O)c1cc2c(cc1NC(=O)CSc1nc3[nH]ncc3c(=O)n1-c1ccccc1)OCO2,0,5
CCCNC(=O)C1CCc2sc(C(=O)N3CCC(C)CC3)cc2C1 (stereo not given),-4,-3
COc1ccc2c(c1OC)C(=O)OC2Nc1cc(C(F)(F)F)ccc1Cl (stereo not given),-6,5
CC1CCN(C(=O)C2CCN(S(=O)(=O)N3CCC4(CC3)OCCO4)CC2)CC1,-13,0
O=C(NCCc1csc(C2CCCN(C(=O)c3ccco3)C2)n1)C1CC1 (stereo not given),1,4
O=S(=O)(c1ccc2ccccc2c1)N1CCCN(Cc2c(F)cccc2Cl)CC1,3&-7,nt
COc1cc(OC)c(/C=C2/SC(=Nc3ccc(C(=O)O)cc3)N(C)C2=O)cc1Br,-41,30
CC1CN(c2nc(-c3ccc([N+](=O)[O-])cc3)nc3ccccc23)CC(C)O1 (stereo not given),-5,42
Cc1cc(NC(C)c2ccccc2)n2c(nc3ccccc32)c1C#N (stereo not given),-11,-3
Cc1cc2n(n1)CCCN2C(=O)CCC(=O)NCc1ccc(C)o1,-2,-3
O=S1(=O)CCOC[C@H](c2ccccc2)N1Cc1ccccc1F,-12,-9
COc1ccccc1Oc1c(C)oc2c(CN3CCN(CCO)CC3)c(O)ccc2c1=O,-4,0
Cc1oc(C2CCN(C(=O)c3ccccc3)CC2)nc1C(=O)N1CCCC1,-2,-6
Cc1ccc(NC(=O)c2ccc(Cl)c(N3C(=O)CCC3=O)c2)cc1,-6,-3
COc1ccccc1NC(=O)O[C@@H]1CC[C@@]23CCCN2C(=O)CCC[C@H]3C1,-5,-5
COc1ccc(C2CC(=O)C3=C(C2)Nc2ccccc2NC3c2cc(C)ccc2C)cc1 (stereo not given),0,62*
Cc1cc(C)n(-c2cc(NCc3cccnc3)ncn2)n1,-5,4
COc1ccc(C(=O)Nc2ccc([N+](=O)[O-])cc2)cc1S(=O)(=O)N1CCOCC1,-1,1
CCNC(=O)C1CCN(c2nc3ccc(-c4ccc(OC)cc4)nc3s2)CC1,7,62*
CCC(=O)N1CCc2cc(C(N)=O)ccc21,-3,1
CCc1ccc(O)c(N=Cc2cc(Br)ccc2O)c1,-10,31
Cc1ccc(S(=O)(=O)Nc2ccc(C)cn2)cc1,2,0
Cn1nc(-c2nc(-c3ccccc3F)no2)c2c1CCN(C(=O)c1cccnc1)C2,-4,-2
COc1cc2c[n+](C)c3c4cc5c(cc4ccc3c2cc1OC)OCO5,8,nt
Cn1cc(CC(=O)NC2CCCCCC2)c2ccccc21,-2,7
O=C(NCc1ccc(N2CCCCC2)nc1)c1ccc(F)cc1,0,2
CCC(=O)N1CCc2cc(N3CC(C(=O)N4CCC(C)CC4)CC3=O)ccc21 (stereo not given),0,8
Cc1cccc(N2CCN(C(=O)c3ccc(Cl)cc3)CC2)c1C,-9,-5
Cc1ccc(NC(=O)N2CCC(c3nc(C(=O)N4CCOCC4)c(C)o3)CC2)cc1Cl,-6,0
COC(=O)c1ccccc1NC(=O)C=CC(=O)O,-8,nt
Cc1ccc(-c2noc(C3CCN(CC(=O)NCc4ccccc4)CC3)n2)cc1,-7,2
CCC(Oc1ccccc1)C(=O)N1CCN(c2ccc([N+](=O)[O-])cc2)CC1 (stereo not given),-7,-1
O=[N+]([O-])/C(C(SCCO)=C(Cl)Cl)=C1/OCCS1,-9,11
Cc1cc(NC(=O)CSc2nc3ccccc3[nH]2)no1,-11,0
COC(=O)c1cc(Nc2ccc(OC)cc2OC)c2cccc(F)c2n1,-1,0
Cn1cc(-c2noc(-c3cccs3)n2)ccc1=O,-2,-3
COC(=O)c1ccc(C(=O)NCC2CCN(C(=O)c3cc4ccccc4o3)CC2)cc1,-6,4
